Screens deposited in PubChem BioAssay by several laboratories.
BoNT F protease = blocks Botulinum neurotoxin F light chain protease | Multiplex microsphere protease cleavage assay, flow cytometry | inhibition, % at 10 µM | hit rate 0.22% among 360,000 | AID 588497; in the data active = inhibition above about 35%, passing the limit was not always enough; inconclusive = no clear call, values can overlap the other calls; note: plate controls were buffer without enzyme for full effect and enzyme alone for no effect
GDH-TPI counter = counter-screen for M. tuberculosis FBA inhibitors: GDH-TPI coupled enzymes; hit rate 1.2% among 360,000; inhibition, % at 4.8 µM; AID 588335; GDH-TPI coupled enzyme counterscreen, NADH absorbance; in the data active = inhibition above about 30%;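 note: 0% = DMSO wells and 100% = wells lacking the enzyme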
BoNT A protease = inhibitors of Botulinum neurotoxin A light chain protease. inhibition, % at 10 µM. multiplex microsphere protease substrate cleavage, flow cytometry. hit rate 0.17% among 360,000; note: plate controls were buffer without enzyme for full effect and enzyme alone for no effect
PfHsp40 yeast = restores yeast growth despite PfHsp40 toxicity. S. cerevisiae expressing PfHsp40, growth rescue, ATP luminescence. growth rescue, % at 12.5 µM. hit rate 0.68% among 340,000; in the data active = growth rescue above about 28%, passing the limit was not always enough; inconclusive = no clear call, values can overlap the other calls;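 note: yeast W303a lacking pdr1 and pdr3 grown in galactose medium; growth measured after three days at 30 °C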
Anthrax LF prot = inhibitors of Bacillus anthracis lethal factor protease | P15917 | multiplex microsphere protease cleavage assay, LF | inhibition, % at 10 µM | hit rate 0.12% among 360,000; note: plate controls were buffer without enzyme for full effect and enzyme alone for no effect
Mtb BioA inh = BioA (M. tuberculosis) enzyme inhibition. hit rate 0.096% among 360,000. purified M. tuberculosis BioA enzyme, plate reader. AID 602481. inhibition, % at 9.99 µM; in the data active = inhibition above about 40%; inconclusive = no clear call, values can overlap the other calls
UGM FP inh = inhibitors of M. tuberculosis UDP-galactopyranose mutase | P9WIQ1 | purified UGM, fluorescence polarization probe displacement | inhibition, % at 10 µM | hit rate 0.06% among 320,000 | AID 504406; in the data active = inhibition above about 10%, passing the limit was not always enough; inconclusive = no clear call, values can overlap the other calls
Target sequence (P9WIQ1 whole entry, looked up): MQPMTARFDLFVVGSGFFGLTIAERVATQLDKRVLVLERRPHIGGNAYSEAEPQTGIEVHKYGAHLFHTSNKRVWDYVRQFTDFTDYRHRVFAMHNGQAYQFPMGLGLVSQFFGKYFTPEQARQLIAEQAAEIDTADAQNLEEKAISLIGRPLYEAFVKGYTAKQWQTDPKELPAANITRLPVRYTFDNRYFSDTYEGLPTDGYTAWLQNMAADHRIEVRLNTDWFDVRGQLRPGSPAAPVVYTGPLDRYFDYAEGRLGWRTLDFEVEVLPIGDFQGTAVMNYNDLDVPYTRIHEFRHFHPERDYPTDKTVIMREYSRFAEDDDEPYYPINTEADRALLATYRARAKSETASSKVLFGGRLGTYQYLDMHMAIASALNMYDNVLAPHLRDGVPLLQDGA
FadD28 FP inh = M. tuberculosis FadD28 bisubstrate binding inhibition. FadD28 bisubstrate probe binding, fluorescence polarization. inhibition, % at 12.5 µM. hit rate 0.22% among 360,000. AID 588549; in the data active = inhibition above about 8.5%, passing the limit was not always enough; inconclusive = no clear call, values can overlap the other calls
FBA Mtb inh = inhibits M. tuberculosis FBA enzyme | P9WQA3 | purified M. tuberculosis FBA, fluorescence read-out | inhibition, % at 1 µM | hit rate 2.3% among 360,000; in the data active = inhibition above about 27%;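 note: 0% = vehicle and 100% = reference inhibitor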
Target sequence (P9WQA3 whole entry, looked up): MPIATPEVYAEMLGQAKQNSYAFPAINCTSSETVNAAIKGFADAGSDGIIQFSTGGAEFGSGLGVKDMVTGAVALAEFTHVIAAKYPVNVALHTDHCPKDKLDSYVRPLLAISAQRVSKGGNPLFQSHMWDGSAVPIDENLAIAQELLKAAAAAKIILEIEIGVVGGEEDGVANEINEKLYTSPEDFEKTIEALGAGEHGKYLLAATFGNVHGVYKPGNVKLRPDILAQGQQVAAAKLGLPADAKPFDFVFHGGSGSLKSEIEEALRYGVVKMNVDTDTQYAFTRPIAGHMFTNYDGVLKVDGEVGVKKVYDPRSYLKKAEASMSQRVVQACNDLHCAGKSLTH
* hit, by the source's call; ? = inconclusive; · = not tested or not shown. Cut-off read from the data, not from the text of the source, unless noted: active = inhibition above about 30%; inconclusive = no clear call, values can overlap the other calls; inactive = below that.

molecule	BoNT A protease	BoNT F protease	Mtb BioA inh	FadD28 FP inh	GDH-TPI counter	FBA Mtb inh	UGM FP inh	PfHsp40 yeast	Anthrax LF prot
COc1ccc(C(=O)NCCc2cn3ccccc3n2)cc1	0.0	-4	0.8	-4.5	-5	7	5.5	-0.7	-3
Cc1ccccc1NC(=O)C(=O)NNC(=O)COc1ccc2ccccc2c1	0.1	-1	-1.3	-3.0	8	-5	-0.7	0.7	-2
COc1ccc(CNC(=O)CCCn2nc(C)c([N+](=O)[O-])c2C)cc1OC	0.7	-3	·	-3.6	1	-10	3.9	-0.8	-4
CC(=O)Nc1ccc(CN2CCCN(C)CC2)cc1	-1.2	?	-0.8	-2.6	5	1	1.0	-0.1	22
Cc1ccc(S(=O)(=O)N2CCN(CCc3ccccc3)CC2)c(C)c1	-1.8	9	-0.5	-2.0	-4	0	2.1	-1.2	0
CCOC(=O)c1ccc2c(c1)[nH]c(=S)n2CC	-0.1	-6	-1.2	0.6	4	0	1.0	-1.0	-2
CCOC(=O)N1CCN(C(=O)CSCC(=O)Nc2nc(-c3ccc(C)cc3)cs2)CC1	-0.3	3	0.4	0.3	12	6	1.4	-0.6	1
CCOc1ccc(N2C(=O)c3cccnc3C2Nc2ccc(Cl)cc2)cc1 (stereo unspecified)	1.9	1	6.4	-1.3	-8	-2	2.1	0.5	0
O=C(Cc1ccccc1)NN1CCCCC1	-1.6	-24	-1.9	1.2	0	3	1.4	-0.4	0
COc1ccc(NC(=O)CSc2nnc(Cn3cnc4ccccc43)o2)cc1	-1.8	0	-0.7	-3.5	-9	0	-1.2	2.1	-3
Cc1ccc(COC(=O)Cc2coc3cc(O)ccc23)cc1	-0.2	1	-1.6	1.0	5	-1	0.5	-0.3	-1
COC(=O)C1=C(c2ccccc2OCc2ccccc2)C[C@@H]2CC[C@H]1N2C(=O)NCc1ccc([N+](=O)[O-])cc1	-0.7	-2	-1.2	-2.2	13	6	-1.0	2.1	-3
COc1ccc2c(c1OC)CN(C)CCc1cc3c(cc1C(=O)C2)OCO3	-0.9	-1	·	0.3	1	1	-1.7	-1.5	-6
Cc1ccc(NC(=O)CSc2nnc(NC(=O)C3CC3)s2)cc1	0.7	2	-2.0	-3.5	-12	1	-0.5	-0.7	-4
CC(C)(C)NC(=O)NC(=O)COC(=O)c1ccc2c(c1)S(=O)(=O)N=C1CCCCCN12	0.0	-2	-1.6	-3.5	4	-2	-0.2	-1.3	-1
Cc1ccc(C)c(OCCC(=O)N2CCN(S(=O)(=O)c3ccc([N+](=O)[O-])cc3)CC2)c1	-0.1	-1	-0.6	0.1	8	-1	-0.6	0.5	6
CC(=O)c1ccc(NC(=O)C(=O)c2cn(CC(=O)N3CCCCC3)c3ccccc23)cc1	-0.8	-3	-0.1	-0.6	7	-2	-0.5	0.1	-5
C=C(C)Cn1c(N2CCCC2)nc2c1c(=O)n(C)c(=O)n2C	-0.2	15	-1.9	1.8	3	33*	0.1	-0.2	-5
COC(=O)C(C)n1cnc2c(nnn2-c2cccc(OC)c2)c1=O (stereo unspecified)	-4.3	-29	-1.1	-0.7	9	1	0.0	0.2	-9
NC(=O)Cc1ccc(Nc2nnc(-c3ccc(O)cc3)c3ccccc23)cc1	-0.4	-6	·	0.5	20	1	2.1	-1.8	0
CCN(CC)S(=O)(=O)c1ccc(C(=O)Nc2cc(S(=O)(=O)N3CCOCC3)ccc2N2CCN(C)CC2)cc1	0.4	-2	-0.5	-0.8	14	1	·	-0.5	-6
CCOC(=O)CN1C(=O)CSc2ccc(S(=O)(=O)N3CCOCC3)cc21	0.1	0	-0.5	0.7	7	0	-0.1	-0.2	-2
CC(C)(C)N(NC(=O)OCc1ccccc1)C(=O)c1ccccc1	0.4	3	0.6	-2.2	-10	-3	2.1	0.2	1
O=C(CSc1n[nH]c(-c2ccccc2Cl)n1)NCc1cccc(C(=O)O)c1	-0.4	1	-0.7	-0.4	4	1	3.1	-0.1	-2
CCOc1ccc(N2C(=O)CC(Cc3ccc(Br)cc3)C2=O)cc1 (stereo unspecified)	-3.1	4	-7.9	-0.9	21	7	-1.2	-1.5	3
Cc1cccc(C)c1OCC(=O)N1CC2(C)CC1CC(C)(C)C2 (stereo unspecified)	0.1	2	0.7	-3.8	-1	-1	-1.4	-0.2	1
O=C(CCS(=O)(=O)c1ccccc1)N1CCN(c2ccccc2F)CC1	-0.4	5	0.9	-2.1	5	-1	2.1	-0.2	-1
Cc1ccc(C(=O)Cc2nc3ccccc3[nH]2)cc1	1.5	6	-0.1	-1.8	12	3	2.3	1.0	-1
CC(=O)Nc1ccc(N=C(C2=C(O)c3ccccc3C2=O)c2ccccc2)cc1	-0.2	-1	·	14*	21	-3	-0.7	-0.3	0
CCC(CNC(=O)c1c(C)nn(-c2ccccc2)c1Cl)c1ccccc1 (stereo unspecified)	-0.8	18	-4.0	1.0	11	-2	-0.5	3.4	9
COc1ccc(CCN2CC(C(=O)NCc3nc4ccccc4n3C)CCC2=O)cc1 (stereo unspecified)	-2.0	3	-1.5	-1.8	-8	3	1.9	-1.1	5
Brc1ccccc1CN1CCC(N2CCCCC2)CC1	1.9	-22	1.3	-1.4	2	0	-2.2	-1.3	1
CCC(C)NC(=O)c1cc2cc3ccc(OC)cc3nc2s1 (stereo unspecified)	1.6	-4	-2.2	-4.2	27	110*	-3.5	0.9	-4
Cc1cc(NC(=O)CSc2cn(C)c3ccccc23)no1	0.3	-1	0.8	-0.6	0	5	-1.8	0.4	4
Cc1cc(NC(=O)c2ccc(-c3ccc(F)c(Cl)c3)o2)no1	0.1	4	·	-1.3	3	-1	-3.6	-2.2	1
Cc1cc(C)nc(N(C#N)Cc2ccccc2C)n1	-0.7	-6	-0.5	0.1	-1	0	-1.5	0.5	1

An excerpt from above in order of number of heavy atoms, descending:
molecule	BoNT A protease	BoNT F protease	Mtb BioA inh	FadD28 FP inh	GDH-TPI counter	FBA Mtb inh	UGM FP inh	PfHsp40 yeast	Anthrax LF prot
CCN(CC)S(=O)(=O)c1ccc(C(=O)Nc2cc(S(=O)(=O)N3CCOCC3)ccc2N2CCN(C)CC2)cc1	0.4	-2	-0.5	-0.8	14	1	·	-0.5	-6
COc1ccc(CCN2CC(C(=O)NCc3nc4ccccc4n3C)CCC2=O)cc1 (stereo unspecified)	-2.0	3	-1.5	-1.8	-8	3	1.9	-1.1	5
CC(=O)Nc1ccc(N=C(C2=C(O)c3ccccc3C2=O)c2ccccc2)cc1	-0.2	-1	·	14*	21	-3	-0.7	-0.3	0
NC(=O)Cc1ccc(Nc2nnc(-c3ccc(O)cc3)c3ccccc23)cc1	-0.4	-6	·	0.5	20	1	2.1	-1.8	0
O=C(CSc1n[nH]c(-c2ccccc2Cl)n1)NCc1cccc(C(=O)O)c1	-0.4	1	-0.7	-0.4	4	1	3.1	-0.1	-2
CCC(CNC(=O)c1c(C)nn(-c2ccccc2)c1Cl)c1ccccc1 (stereo unspecified)	-0.8	18	-4.0	1.0	11	-2	-0.5	3.4	9
COC(=O)C(C)n1cnc2c(nnn2-c2cccc(OC)c2)c1=O (stereo unspecified)	-4.3	-29	-1.1	-0.7	9	1	0.0	0.2	-9
Cc1cccc(C)c1OCC(=O)N1CC2(C)CC1CC(C)(C)C2 (stereo unspecified)	0.1	2	0.7	-3.8	-1	-1	-1.4	-0.2	1
CCC(C)NC(=O)c1cc2cc3ccc(OC)cc3nc2s1 (stereo unspecified)	1.6	-4	-2.2	-4.2	27	110*	-3.5	0.9	-4
Cc1cc(NC(=O)CSc2cn(C)c3ccccc23)no1	0.3	-1	0.8	-0.6	0	5	-1.8	0.4	4
Brc1ccccc1CN1CCC(N2CCCCC2)CC1	1.9	-22	1.3	-1.4	2	0	-2.2	-1.3	1
Cc1cc(C)nc(N(C#N)Cc2ccccc2C)n1	-0.7	-6	-0.5	0.1	-1	0	-1.5	0.5	1

Going on with the list.
molecule	BoNT A protease	BoNT F protease	Mtb BioA inh	FadD28 FP inh	GDH-TPI counter	FBA Mtb inh	UGM FP inh	PfHsp40 yeast	Anthrax LF prot
O=C(c1ccccc1)c1cccs1	-0.8	-1	·	-1.3	-3	1	-0.2	-0.7	-2
NC(=O)c1ccc(NC(=O)c2ccccc2S(=O)(=O)c2ccccc2[N+](=O)[O-])cc1	0.1	-5	·	-2.9	1	4	-1.7	-0.6	-3
O=C1Nc2ccc(S(=O)(=O)N3CCCCCC3)c3cccc1c23	0.3	-4	-1.4	-2.5	11	5	-2.7	-0.9	-3
COCCN(C)Cc1nc(C(c2ccccc2)c2ccccc2)no1	-1.8	?	1.2	-3.2	8	1	-1.7	2.2	-13
Cc1cc2c(cc1S(=O)(=O)N1CCN(c3ccccc3)CC1)OCCN2C	0.1	-3	-1.4	0.3	13	2	2.2	0.0	-8
COc1ccc(Nc2nc(N)nc(SCc3nnc(C)s3)n2)cc1	-1.2	5	2.9	-1.7	3	0	3.6	-0.9	-1
COc1ccc([C@@H]2CC=C(C(=O)O)[C@H](c3ccc(Br)cc3)N2S(=O)(=O)c2ccc(C)cc2)cc1OC	0.4	7	-0.1	-2.1	-7	0	-0.1	-0.4	0
Oc1c(Br)cc(C2N=C(c3ccccc3)NO2)cc1Br (stereo unspecified)	-1.0	14	1.6	1.0	32*	8	1.0	-2.3	2
CC(C)c1nnc(N2C(=O)c3oc4ccccc4c(=O)c3C2c2ccco2)s1 (stereo unspecified)	1.3	-4	0.0	-0.6	10	3	-0.5	0.5	3
CCOC(=O)c1c(/N=C/N(C)C)sc2c1CCC2	-0.1	2	-0.7	-1.1	12	-3	-0.5	-1.2	1
Cc1cccc(N2CCN(C(=O)CCC(=O)N3CC(C)Oc4ccc(C)cc43)CC2C)c1 (stereo unspecified)	0.2	8	1.2	-1.6	5	-1	1.2	0.3	1
Cc1ccc(N(CCC#N)C(=O)COC(=O)c2cc(C)no2)cc1	0.5	-5	·	-0.7	0	1	0.0	0.7	-4

Limited to PfHsp40 yeast and GDH-TPI counter (two entries from above):
canonical_smiles,PfHsp40 yeast,GDH-TPI counter
CC(C)c1nnc(N2C(=O)c3oc4ccccc4c(=O)c3C2c2ccco2)s1 (stereo unspecified),0.5,10
CCOC(=O)c1c(/N=C/N(C)C)sc2c1CCC2,-1.2,12

Next part.
molecule	BoNT A protease	BoNT F protease	Mtb BioA inh	FadD28 FP inh	GDH-TPI counter	FBA Mtb inh	UGM FP inh	PfHsp40 yeast	Anthrax LF prot
Cc1noc(C)c1S(=O)(=O)NC(=O)C1(C)CCN1C(=O)c1ccccc1CCc1ccccc1 (stereo unspecified)	0.0	4	15	-2.8	-4	-2	·	·	-5
Cc1ccc(NC(=O)CSCC(=O)OCc2cc(=O)oc3cc(O)ccc23)c(C)c1	4.3	0	-1.7	-1.9	12	119*	-0.7	0.9	-1
CNC(=S)NNC(=O)c1ccc2c(c1)OCO2	1.3	4	·	-3.6	-11	2	-0.1	1.3	-5
Cc1cc(S(=O)(=O)n2cnc3cc([N+](=O)[O-])ccc32)ccc1Cl	0.8	9	-1.8	-2.8	1	3	-1.9	1.7	1
